# NadD inh: inhibitors of S. aureus NadD, primary screen, biochemical, colorimetric, uHTS; Nicotinate-nucleotide adenylyltransferase NadD (Staphylococcus aureus N315); purified NadD enzyme, colorimetric absorbance read-out; inhibition, % at 20 µM; actives 0.78% (n = 360,000); AID 602399, 2012; in the data active = inhibition above about 26%; also: some compounds past the cut are filed as inactive
# CSN deneddyl inh: inhibitors of CSN-mediated cullin deneddylation, primary screen, biochemical, fluorescence polarization, uHTS | COP9 signalosome complex subunit 5 (Homo sapiens), Q92905 | Purified CSN, SCF-Nedd8-OG deneddylation | inhibition, % at 12.5 µM | actives 0.38% (n = 360,000);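 active = pattern-corrected inhibition above about 35%, with an unprinted fluorescence ratio check between 0.5 and 1.5, limit read from the data, passing the limit was not always enough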;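 also: 0% = enzyme with substrate and 100% = substrate without enzyme; some results filed as inactive read as strong as hits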
#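 Test system: purified human Csn5 enzyme expressed in HEK293T cells. Amount: 0.24 nM enzyme. Reagent: SCFSkp2-Nedd8OG substrate at 10 nM final. Schedule: 90 min incubation of compound, enzyme and substrate at room temperature. Detection: fluorescence polarization. Read-out: % inhibition of substrate cleavage by Csn5.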
# MsrA inh: bovine MsrA enzyme inhibitors, primary screen, biochemical, absorbance, HTS; Methionine sulfoxide reductase A (Bos taurus); purified bovine MsrA, absorbance read-out; inhibition, % at 15.5 µM; actives 0.75% (n = 360,000); in the data active = inhibition above about 4.5%;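 also: 0% = vehicle wells with enzyme and 100% = reference inhibitor wells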
# Scp-1 inhibitor: Scp-1 phosphatase inhibitors, primary screen, biochemical, colorimetric, uHTS | Recombinant Scp1, phosphopeptide, malachite green phosphate absorbance | Carboxy-terminal domain RNA polymerase II polypeptide A small phosphatase 1 (Homo … | actives 0.88% (n = 340,000) | inhibition, % at 20 µM;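 active = inhibition above about 50% at 20 µM, limit read from the data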;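 also: plate controls were DMSO wells with enzyme for no effect and wells lacking enzyme for full effect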
#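 Assay system: SCP-1 catalytic fragment, aa 76-261 | Buffer or medium: Tris acetate buffer pH 5.5 with MgCl2 and Tween-20 | Compound: One concentration, 20 µM, with 1.0% DMSO | Also added: Phospho 17-mer peptide substrate | Signal: Absorbance at 630 nm | Incubation: 45 min enzyme reaction at room temperature | Measure: % inhibition of SCP-1 phosphate liberation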
# DNMT1 block: human DNMT1 methyltransferase inhibitors, primary screen, biochemical, molecular beacon, fluorescence, HinP1I cleavage, uHTS; DNA (cytosine-5)-methyltransferase 1 (Homo sapiens), P26358; actives 0.83% (n = 360,000); inhibition (reported as % activation of signal), % at 10 µM; in the data active = inhibition above about 50%
# Rpn11 inh: Rpn11 (PSMD14) deubiquitinase inhibitors, primary screen, biochemical, fluorescence polarization, uHTS | calls only at 20 µM | human 26S proteasome, Ub4-pepOG fluorescence polarization; 20S core pre-blocked with epoxomicin | actives 0.59% (n = 360,000) | AID 588493, 2011;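 active = inhibition at 20 µM, scaled to each plate's controls, above about 33%, limit read from the data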
# STEP inh: STEP phosphatase inhibitors, primary screen, biochemical, fluorescence intensity, uHTS. AID 588621, 2011. actives 0.25% (n = 360,000). recombinant STEP, OMFP fluorogenic substrate. Tyrosine-protein phosphatase non-receptor type 5 (Homo sapiens), P54829. inhibition, % at 20 µM;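 active = inhibition at 20 µM, scaled per plate between control wells, above about 37%, limit read from the data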;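 also: 0% = DMSO with enzyme and substrate and 100% = substrate only without enzyme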
#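 Assay system: isolated STEP enzyme / Timing: 20 min at room temperature, dark / Doses: 20 µM, 1% DMSO / Technique: fluorescence intensity, excitation 480 nm, emission 540 nm / Reagent: fluorogenic phosphatase substrate OMFP at 25 µM final / Measure: percent inhibition scaled to no-enzyme and uninhibited-enzyme controls, plate-pattern corrected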
# Tb MetRS inh: T. brucei MetRS inhibitors, primary screen, biochemical, luminescence; methionyl-tRNA synthetase (Trypanosoma brucei brucei); purified T. brucei MetRS, ATP depletion, Kinase-Glo luminescence; inhibition, % at 11.9 µM; actives 0.4% (n = 360,000);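 active = inhibition above a per-plate cutoff of the control wells' mean inhibition plus 3 SD, cut at about 5.5% in these data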;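 also: 0% = DMSO wells median and 100% = median of wells with control inhibitor compound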
#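 Test system: purified T. brucei MetRS enzyme. Also added: ATP, methionine and E. coli bulk tRNA substrates. Compound: 11.9 µM single point. Schedule: 15 min enzyme-compound preincubation, 2 h reaction, 10 min detection, 25 °C. Signal: luciferase luminescence of residual ATP, Kinase-Glo. Evaluation: percent inhibition versus plate control medians. Controls: DMSO wells, low control.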
# SUMO1-SIM PPI: modulators of SUMO1 protein-protein interactions, primary screen, biochemical, uHTS; actives 0.33% (n = 360,000); Small ubiquitin-related modifier 1 (Homo sapiens), P63165; AID 602429, 2012; SUMO1 binding to a labelled peptide, TR-FRET, 1 h; inhibition, % at 20 µM; in the data active = inhibition above about 37%
# LMPTP inh: LMPTP phosphatase inhibitors, primary screen, biochemical, fluorescence intensity, uHTS; actives 0.22% (n = 360,000); inhibition, % at 20 µM; recombinant LMPTP-A, OMFP fluorogenic substrate; Low molecular weight phosphotyrosine protein phosphatase (Homo sapiens), P24666;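 active = compounds that cut the enzyme signal by at least half of the control window in the single-dose screen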;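 also: plate controls were DMSO wells with enzyme plus substrate for no effect and substrate without enzyme for full effect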
#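 test system = LMPTP-A | amount = 0.625 nM LMPTP-A final | reagent = fluorogenic phosphatase substrate OMFP at 400 µM final | incubation = 50 min at room temperature | benchmarks = no-enzyme low control, uninhibited high control | medium = Bis-Tris pH 6.0, DTT, detergent | signal = fluorescence intensity of OMFP turnover product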
# Active calls of the source: *; i = inactive; / = no result given.
SMILES,NadD inh,CSN deneddyl inh,MsrA inh,Scp-1 inhibitor,DNMT1 block,Rpn11 inh,STEP inh,Tb MetRS inh,SUMO1-SIM PPI,LMPTP inh
CCC1(CC)NC(=O)N(CC(=O)Nc2ccc(OCc3ccccc3)cc2)C1=O,-1,2,0.0,-15,0,i,-1,-0.1,5,-0.5
CC(=O)N1N=C(c2cccs2)CC1c1ccco1 (configuration not stated),-3,-2,0.8,-11,-2,i,-1,0.4,-8,0.3
Cc1ccc(/C=C(\C#N)C(=O)N2CCCC2)c(C)c1,2,1,1.2,-1,0,i,-3,-0.5,4,0.1
COc1ccc(-c2cc(C)no2)cc1S(=O)(=O)N1CCOc2ccc(C)cc21,-10,1,0.7,-4,5,i,-1,0.0,-2,2.9
CCc1ccc(OCC(=O)Nc2ccc(S(=O)(=O)N3CCCC3)cc2)c(Br)c1,-2,4,-0.2,-10,-8,i,0,0.1,-2,2.4
COCCNC(=O)c1c(N)n(-c2ccccc2)c2nc3ccccc3nc12,1,-1,0.7,-1,-16,i,0,-0.6,-10,0.9
Cc1nn(-c2ccccc2)nc1C(=O)OCC(=O)N1CCCCC1C (configuration not stated),7,-2,0.0,-5,4,i,2,-0.5,2,-0.7
COc1cccc(N(C(=O)Cn2nnc3ccccc32)C(C(=O)NCc2ccco2)c2cccnc2)c1 (configuration not stated),1,2,1.3,-1,-3,i,-4,-0.9,1,-3.4
COc1ccc(CNC(=O)COC(=O)c2ccccn2)cc1,-1,-1,-1.0,0,-3,i,3,-0.3,1,-1.5
CCN=C1SC(C(=O)Nc2ccc(Cl)c(Cl)c2)CC(=O)N1CC (configuration not stated),0,79*,-0.9,3,-6,i,0,-0.4,-3,0.7
CCOC(=O)C1(CCOc2ccccc2)CCN(Cc2ccccc2O)CC1,-9,-2,0.7,-2,5,i,2,-0.2,-3,-0.7
O=C(/C=C/c1cccc([N+](=O)[O-])c1)Nn1c(-c2ccccc2F)nc2ccccc2c1=O,5,3,0.8,-1,-1,i,-1,-0.1,-13,2.4
COc1ccc(C(=O)Nc2ccc(NC(=O)c3cnccn3)cn2)cc1,1,-2,-1.9,-9,1,i,0,-0.4,1,0.5
COc1ccc(CNC(=O)CN(C(=O)CCC(=O)Nc2ccccn2)c2ccc(C)cc2)cc1,-4,2,-1.4,-7,0,i,2,0.2,4,0.5
CC(NC(=O)c1ccccc1)C(=O)OCn1nnc2ccccc2c1=O (configuration not stated),0,1,-0.2,13,3,i,-5,-0.6,-5,-0.1
CCOC(=O)N1CCC(NC(=O)CS(=O)Cc2nc(-c3ccc(Cl)cc3)oc2C)CC1 (configuration not stated),4,-2,-0.7,-4,-7,i,3,0.7,2,-0.3
CC(C)CC(N)c1csc(Nc2ccc(C(=O)NCCCO)cn2)n1 (configuration not stated),-3,5,1.5,/,-24,i,0,-0.4,2,1.3
CC1CC1C(=O)Nc1ccc(S(=O)(=O)N2CCCCC2)cc1 (configuration not stated),-1,-1,-1.3,-10,-1,i,-2,-0.1,1,-0.4
CC(NCc1ccccc1OC1CCCC1)c1ccccc1 (configuration not stated),-4,-2,-0.4,6,0,i,-1,-0.6,0,-0.8
O=C(OCC1CCNCC1)c1ccc2c(c1)OCO2,-4,1,-0.7,-12,-1,i,1,0.1,0,-2.5
OC(COc1ccc2c(c1)OCO2)CN1CCN(c2ccccc2)CC1 (configuration not stated),-4,0,-1.9,-8,4,i,0,0.0,-2,-0.7
O=C(Cc1ccc(F)cc1)N/N=C/c1ccc2c(c1)OCO2,-6,-1,0.8,-7,2,i,1,-0.5,-5,0.4
COc1ccc(C)cc1NC(=O)C1CCCN1S(=O)(=O)c1ccc2c(c1)CCC(=O)N2 (configuration not stated),-4,0,-0.7,-4,-10,i,0,1.5,5,0.7
COc1ccccc1NC(=O)NC1CCCc2ccccc21 (configuration not stated),-4,1,-1.0,-13,1,i,-1,-0.2,-1,0.5
COc1ccc(NC(=O)COC(=O)CNS(=O)(=O)/C=C/c2ccccc2)cc1OC,-5,-2,-0.4,0,-1,i,0,-0.5,12,-0.9
Cc1cccc(NC(=O)C2CCN(S(=O)(=O)c3cccs3)CC2)n1,3,6,-0.8,-4,0,i,-4,-1.1,-1,-0.1
CC(C)CCn1c(-c2nonc2N)nc2ccccc21,5,4,-1.3,15,-7,i,3,-1.3,1,3.5
Cn1c(SCc2ccc(F)cc2)nnc1-c1cccs1,2,2,/,-4,-3,i,-1,-0.7,0,-1.5
CCCCCOC(=O)C1=C(C)NC(=O)NC1c1ccc(N(C)C)cc1 (configuration not stated),-4,5,2.7,-5,-1,i,0,-0.2,3,0.9
COc1ccc(OC)c2[nH]c(=O)c(CCNC(=O)c3ccc4c(c3)OCO4)cc12,-1,0,-0.5,-4,3,i,1,-0.3,0,0.2
CC1=C(C(N)=O)C(c2ccccc2F)n2nc(CCCO)nc2N1 (configuration not stated),-5,0,/,4,-7,i,-2,-1.4,-6,-1.1
CC(=O)C(=Cc1ccc(C(=O)O)cc1)C(C)=O,1,-2,3.2,15,9,i,2,-0.2,-4,0.2
Cc1cccc(C2c3[nH]c4ccccc4c3CCN2C(=O)Cc2nc(-c3ccccc3)n[nH]2)n1 (configuration not stated),15,-12,0.3,-1,-11,i,0,1.5,-3,1.6
CCS(=O)(=O)c1ccc(C(=O)NC2CC2)c(Cl)c1Cl,-4,-2,-1.0,-10,-6,i,0,-0.6,3,-1.3
Cc1ccsc1C(=O)OCC(=O)N1CCN(C(=O)c2ccco2)CC1,0,0,1.9,1,2,i,-1,-1.1,-1,0.4
COc1cccc(C2=NOC(C(=O)NCc3ccccc3)C2)c1 (configuration not stated),-3,1,-0.7,2,2,i,-19,0.3,2,-2.7
O=C1CCCC(=O)N1c1ccc(N2CCN(c3ccccc3)CC2)c([N+](=O)[O-])c1,-1,-8,2.0,-5,-3,i,1,0.8,-24,0.2
CC(C)C(=O)Nc1cccc(NC(=S)NC(=O)C(c2ccccc2)c2ccccc2)c1,10,-1,0.3,-8,-9,i,0,-0.4,-1,3.0
CCCCN(C)C(=O)CSc1nc(NCc2ccc(OC)cc2)c2ccccc2n1,-3,-3,-0.5,0,-1,i,18,0.0,4,-0.1
O=C(NCCN1CCC(n2c(=O)[nH]c3ccccc32)CC1)c1ccc2ccccc2c1,-10,2,-0.3,/,/,/,/,-1.2,-11,5.7
Cc1ccc(CNC(=O)COC(=O)c2ccc(Br)o2)cc1,4,5,-0.3,-5,2,i,-3,0.6,-1,0.6
COc1ccc(NC(C(=O)Nc2cccc(C(C)=O)c2)c2ccccc2)cc1 (configuration not stated),2,-9,-0.4,-4,-19,i,0,-1.0,-2,0.8
Cc1nc(NCCCN2CCOCC2)c2cnn(-c3ccccc3)c2n1,-2,-3,0.3,-18,-3,i,2,-0.3,2,-3.7
CCOC(=O)c1[nH]c(C)c(C(=O)OCC(=O)N(Cc2ccccc2)C(C)C)c1C,3,-5,0.3,17,-6,i,0,-0.1,4,0.0
COC(=O)c1cc(OC)ccc1-c1ccc(OC)cc1,-4,0,1.1,-6,1,i,2,-0.8,-1,-0.2

# Laid out differently: entries from further up.
> COc1cccc(N(C(=O)Cn2nnc3ccccc32)C(C(=O)NCc2ccco2)c2cccnc2)c1 (configuration not stated)
- NadD inh: 1
- CSN deneddyl inh: 2
- MsrA inh: 1.3
- Scp-1 inhibitor: -1
- DNMT1 block: -3
- Rpn11 inh: i
- STEP inh: -4
- Tb MetRS inh: -0.9
- SUMO1-SIM PPI: 1
- LMPTP inh: -3.4

> COc1ccc(CNC(=O)COC(=O)c2ccccn2)cc1
- NadD inh: -1
- CSN deneddyl inh: -1
- MsrA inh: -1.0
- Scp-1 inhibitor: 0
- DNMT1 block: -3
- Rpn11 inh: i
- STEP inh: 3
- Tb MetRS inh: -0.3
- SUMO1-SIM PPI: 1
- LMPTP inh: -1.5

# The list goes on.
SMILES,NadD inh,CSN deneddyl inh,MsrA inh,Scp-1 inhibitor,DNMT1 block,Rpn11 inh,STEP inh,Tb MetRS inh,SUMO1-SIM PPI,LMPTP inh
COc1ccc(NC(=O)COC(=O)c2ccc3c(c2)OCCO3)cc1,-2,-1,0.6,/,0,i,1,0.5,-1,-1.2
CC(C)CNS(=O)(=O)c1ccc(CCC(=O)NCc2ccncc2)cc1,-8,4,2.5,-1,2,i,0,-0.1,2,-0.9
COc1cc(C(=O)Oc2c(CN3CCOCC3)cc(Cl)c3cccnc23)cc(OC)c1OC,0,1,/,-10,-9,i,4,-0.4,-7,-0.7
CN(CCCC(=O)Nc1ccc(OC(F)F)cc1)S(=O)(=O)c1ccc(F)cc1,-12,-1,0.7,-3,-2,i,0,-0.6,-1,0.3
CCC(C)[C@H](NC(=O)C1CC(=O)N(c2ccc3c(c2)OCCO3)C1)C(=O)N1CCCCC1 (some centres not stated),1,-6,0.0,-8,0,i,0,-0.1,3,-0.7
COc1ccccc1NC(=O)CNC(=O)c1ccc(F)cc1,-5,4,0.4,-13,-1,i,-4,-1.1,5,0.1
O=C(Nc1ccccc1C(=O)N1CCOCC1)c1ccncc1,2,3,-0.6,7,4,i,-9,-1.7,-7,0.0
Oc1ccc(Br)cc1-c1ccnn1-c1ccccc1,-3,-2,0.2,1,4,i,-1,-2.8,4,1.7
CC(=O)N1CCN(C(=O)c2ccc3c(c2)S(=O)(=O)c2ccccc2C3=O)CC1,-9,-6,-0.5,-5,-2,i,-2,-0.3,-39,-1.2
COc1ccc(C(C)(C)C)cc1NC(=O)COC(=O)C1=NNC(=O)CC1,-4,-6,0.7,-7,0,i,-3,-0.3,0,0.3

# Screening data (PubChem BioAssay)
